Screening results deposited in PubChem BioAssay by National Center for Advancing Translational Sciences (NCATS).
TDP1 inh: inhibitors of human tyrosyl-DNA phosphodiesterase TDP1. Q9NUW8. recombinant TDP1, AlphaScreen DNA substrate cleavage. Potency, µM (top dose mostly 130 µM), without a hit: at the highest dose activity change, negative = inhibition, most hits filed as inhibitors. 350,000 tested, 0.28% active. AID 485290; further: nearly all actives have a fitted effect of over 40% in size
Target sequence (Q9NUW8 whole entry, looked up): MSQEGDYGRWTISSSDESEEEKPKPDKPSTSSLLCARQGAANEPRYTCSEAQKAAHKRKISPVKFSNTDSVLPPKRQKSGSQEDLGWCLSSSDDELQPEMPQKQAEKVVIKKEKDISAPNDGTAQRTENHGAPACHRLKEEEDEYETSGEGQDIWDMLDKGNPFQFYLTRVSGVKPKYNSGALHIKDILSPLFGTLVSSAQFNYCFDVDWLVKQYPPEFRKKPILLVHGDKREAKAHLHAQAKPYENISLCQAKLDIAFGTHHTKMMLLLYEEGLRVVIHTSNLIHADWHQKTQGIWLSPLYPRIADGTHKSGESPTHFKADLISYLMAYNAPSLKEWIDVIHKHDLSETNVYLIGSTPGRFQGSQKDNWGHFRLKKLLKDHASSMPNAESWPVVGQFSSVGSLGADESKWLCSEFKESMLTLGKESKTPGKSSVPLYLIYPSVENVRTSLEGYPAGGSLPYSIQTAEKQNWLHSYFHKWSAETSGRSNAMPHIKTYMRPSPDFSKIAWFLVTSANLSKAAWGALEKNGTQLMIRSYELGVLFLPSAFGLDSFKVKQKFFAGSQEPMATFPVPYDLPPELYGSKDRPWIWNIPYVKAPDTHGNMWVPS
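AlphaScreen read-out: signal falls as enzyme removes the 3' tyrosine-FITC from a 5'-biotinylated DNA oligo (15 nM, 5 min, RT). Enzyme was E. coli-made recombinant Tdp1 at 1 nM, exposed to compound for 15 min beforehand; beads 10 ug/ml, 10 min.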
DT40 TDP1 no CPT: qHTS for Inhibitors of human tyrosyl-DNA phosphodiesterase 1 (TDP1): qHTS in cells in absence of CPT | Potency, µM (series often up to 46.2 µM), inactives show at the highest dose activity change, negative = growth inhibition, hits mostly inhibitors | 420,000 tested, 15% active | DT40 Tdp1-/- hTDP1 cells, no CPT, ATP luminescence, 48 h; further: nearly all actives have a fitted effect of over 55% in size
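Chicken DT40 Tdp1-/- cells stably complemented with human TDP1 were seeded at 400 cells/well with DMSO in place of 20 nM camptothecin. After compound pinning, cells grew at least 48 hr at 37 °C; viability read by CellTiter-Glo luminescence.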
N370S GC mod: inhibits or activates N370S mutant glucocerebrosidase | P04062 | N370S GC spleen homogenate, 4MU-glucoside fluorescence | Potency, µM (highest dose often 59.4 µM), for the others: at the highest dose activity change, negative = inhibition, usual class: inhibitors | 330,000 tested, 0.092% active | AID 2101;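 further: 0% = full enzyme activity and -100% = no enzyme basal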
* = called active by the depositor; ? = inconclusive; . = not tested or not shown; [ ] = remark or other dose. The call rests on the fitted dose curve; in most records, active means well fitted curve in the direction sought with a large enough effect; inconclusive means small, poorly fitted or top-dose-only effect, or another doubt; inactive means no such curve, though single readings can be large; an effect the other way counts as inactive or inconclusive. Unless noted, on the % scale 0 is the no-effect control and ±100 the full control effect; potency means the concentration at half of the fitted maximal effect. These rows are one share of the data, so the mix of outcomes need not match the whole.

# | SMILES | TDP1 inh | DT40 TDP1 no CPT | N370S GC mod
1 | O=C(NCc1ccccc1C(F)(F)F)C1CCC(=O)N(C2CC2)C1 (stereo not given) | 3.0% | -11.7% | 16.9%
2 | CC(NC(=O)CCc1nnc(CCCc2ccccc2)o1)c1ccccc1 (stereo not given) | -1.2% | 4.7% | -12.2%
3 | COc1ccc(/C=C/C(=O)Nc2sc(C)c(C)c2C(=O)O)cc1 | -1.9%[2.28 µM] | 0.8% | .
4 | Cc1ccc(S(=O)(=O)NC(=O)NC(=O)N(C)S(=O)(=O)c2ccc(C)cc2)cc1 | 3.5% | 24.8% | -2.5%
5 | O=C(CSC1=NCCS1)Nc1ccnc2ccccc12 | -2.3% | 9.2µM* | -0.2%
6 | O=C(Nc1cc(C(F)(F)F)ccc1Cl)C(Sc1nnc(-c2cccs2)o1)c1ccccc1 (stereo not given) | -2.7% | -0.9% | 7.5%
7 | CCOC(=O)C(C)Sc1nnc(CNC(=O)c2ccc(OC)cc2)n1C1CCCCC1 (stereo not given) | -1.1% | ? | -7.7%
8 | Cc1ccc(Nc2nc3c([nH]2)c(=O)[nH]c(=O)n3C)cc1 | 5.9% | -10.0% | 13.0%
9 | COc1ccc(C(=O)NC2CCN(CC(=O)N3CCCCC3)CC2)cc1 | -0.4% | -28.2% | -6.1%
10 | CCOC(=O)c1cccc(NS(=O)(=O)Cc2ccccc2)c1 | -3.6% | -15.0% | -7.4%
11 | CC(=O)N1c2ccc(S(=O)(=O)NCCC(=O)N3CCC(C)CC3)cc2CC1C (stereo not given) | 1.3% | -17.8% | 2.6%
12 | COc1cccc(NC(=O)CSc2nc(C)cs2)c1 | 2.0% | ? | 11.4%
13 | CCOc1ccccc1NC(=S)Nc1ncccc1C | 8.2% | 29.1µM* | 27.9%
14 | COc1ccc(C(=O)CSC2=NS(=O)(=O)c3cc(Cl)ccc3N2)cc1 | -2.2% | -28.7% | 1.3%
15 | Cc1cc(C)c(C)c(S(=O)(=O)NC2CCCCC2)c1C | -2.7% | -21.4% | -2.6%
16 | CC(C)N1CCN(Cc2ccc(-c3ccccc3Cl)o2)CC1CCO (stereo not given) | -3.6% | ? | -8.6%
17 | O=C(CN1CCN(S(=O)(=O)c2ccccc2)CC1)NC(=O)NCc1ccccc1 | 1.0% | 2.0% | 6.0%
18 | CC1CCCC(C)N1C(=O)CN1c2cccc3cccc(c23)S1(=O)=O (stereo not given) | -6.1% | -28.7% | .
19 | O=C1C(=O)N(c2ccccc2)c2ccccc21 | 0.5% | ? | -18.3%
20 | CC1CCN(C(=O)CNC(=O)c2ccc(Cl)cc2Cl)CC1 | 8.5% | 5.0% | 1.7%
21 | CCC(C)NC(=O)CCSc1nc(-c2ccc3c(c2)OCO3)cc(C(F)(F)F)n1 (stereo not given) | -1.1% | ? | .
22 | COC(=O)N/N=C/c1cc([N+](=O)[O-])cc(Br)c1O | 2.6% | ? | 1.5%
23 | CCN(C(=O)C1=COCCO1)c1nc2c(C)cccc2s1 | . | -9.6% | -8.6%
24 | CC1CCCC(C)N1C(=O)c1cccc2c1-c1ccccc1/C2=N/O (stereo not given) | 4.4% | ? | -0.3%
25 | Cn1nc(C(F)(F)F)c(CO)c1Sc1ccc(F)cc1 | 2.7% | -19.4% | -22.6%
26 | Cc1cc(C)cc(NC(=O)N2CCN(S(C)(=O)=O)CC2)c1 | 2.6% | 5.1% | 2.4%
27 | Cc1ccc(SCc2ccc(C(=O)Nc3ccccc3C(=O)NC(C)C)cc2)cc1 | -2.7% | ? | 5.8%
28 | Cc1ccc(CNc2ncnc3cc(Cl)ccc23)cc1 | . | 18.4µM* | -1.8%
29 | CCCc1nc2oc3c(=O)[nH]cnc3c2c2c1COC(C)(C)C2 | . | 1.0% | 3.8%
30 | O=C(NC1CC1)C(=O)c1c(-c2ccccc2)[nH]c2ccccc12 | 0.0% | -29.9% | -3.7%
31 | O=C1CCC(C(=O)N2CCC(CO)(Cc3ccc(Cl)cc3)CC2)=NN1 | -8.3% | 1.6% | 5.9%
32 | CSc1ccc(-c2sc(Nc3cccc4ccccc34)n[n+]2-c2ccccc2)cc1 | . | ? | 3.4%
33 | CC1Cc2nc(SCC(=O)N3CCN(c4ccccc4)CC3)n(CCc3ccccc3)c(=O)c2S1 (stereo not given) | 7.6% | 13µM* | -28.2%
34 | Cc1cc(NC(c2cccnc2)c2c(C)[nH]c3ccccc23)no1 (stereo not given) | 7.2% | ? | 3.7%
35 | CCOC(=O)C1=C(C)NC2=C(C(=O)CCC2)C1c1ccsc1 (stereo not given) | 0.0% | . | 1.9%
36 | Cc1nnc(N/N=C/c2ccc(-c3ccc(Br)cc3)o2)n1N | 8.0% | ? | -22.7%
37 | O=C(c1ccccc1)N1CCC(CC2CC(c3ccc(Cl)cc3)=NO2)(C(=O)NCC2CCCCC2)CC1 (stereo not given) | . | ? | 1.3%
38 | O=c1[nH][nH]c(C(F)(F)F)c1C=Nc1ccccc1 | 0.0% | -10.4% | 5.3%
39 | CN1C(=O)/C(=C/c2ccc(-c3ccccc3[N+](=O)[O-])o2)SC1=Nc1ccc(Cl)c(C(=O)O)c1 | 10.5% | -20.3% | -7.0%
40 | COc1ccc(NC(=O)Cc2ccccc2)cn1 | 3.7% | -3.3% | 5.7%

Whole records as entered above:
`COc1ccc(NC(=O)Cc2ccccc2)cn1` is listed as TDP1 inh: 3.7%; DT40 TDP1 no CPT: -3.3%; N370S GC mod: 5.7%
`O=C1CCC(C(=O)N2CCC(CO)(Cc3ccc(Cl)cc3)CC2)=NN1` is listed as TDP1 inh: -8.3%; DT40 TDP1 no CPT: 1.6%; N370S GC mod: 5.9%

Remaining list, next part.
# | SMILES | TDP1 inh | DT40 TDP1 no CPT | N370S GC mod
41 | COc1cccc(/C=C2\SC(=S)N(CCCC(=O)N3CCCCC3)C2=O)c1 | 10.7% | ? | -22.0%
42 | COc1ccc(S(=O)(=O)N2CCOCC2)cc1NC(=O)CN1C(=O)NC2(CCCCC2C)C1=O (stereo not given) | -0.1%[56.1 µM] | -7.9% | .
43 | CCc1cccc(C)c1NC(=O)c1ccoc1C | 3.0% | ? | 3.0%
44 | COc1ccc(S(=O)(=O)N(Cc2ccccc2)c2ccccc2C(=O)Nc2ccccc2C(=O)NCc2ccco2)cc1 | 2.3% | 5.8µM* | 2.2%
45 | O=C(O)c1ccc2c(c1)C(=O)N(N1C(=O)c3ccccc3C1=O)C2=O | 2.7% | -17.3% | -3.1%
46 | O=C(c1ccc(=O)[nH]c1)N1CCN(S(=O)(=O)c2cc(C(F)(F)F)ccc2Cl)CC1 | . | ? | 5.8%
47 | COc1cccc(-n2ccn(CC(=O)c3ccc(F)cc3)c(=O)c2=O)c1 | 0.0% | 12.9% | .
48 | Cc1cc(SCC(=O)NCCC2=CCCCC2)nc2ccccc12 | -3.2% | ? | -1.2%
49 | CCOC(=O)c1ccccc1NC(=O)CSc1ccccc1 | -3.6%[56.1 µM] | ? | -6.5%
50 | O=C(Cn1c(=O)c(C(F)(F)F)nc2ccccc21)Nc1ccc(Br)cc1F | 2.6% | 5.2% | .
51 | COc1ccc(CC(=O)NCc2n[nH]c(=S)n2-c2ccc(F)cc2)cc1 | -2.7% | 3.0% | -1.6%
52 | CCOC(=O)C1CCCN(C(=O)c2ccc(C(=O)c3ccccc3)cc2)C1 (stereo not given) | 4.2% | ? | .
53 | S=c1nc[nH]c2c1[nH]c1ccc(Cl)cc12 | . | -0.3% | 0.8%
54 | OC1CCN(Cc2cn(Cc3ccccc3)nc2-c2cc3ccccc3o2)CC1 | 2.6% | -25.3% | -8.6%
55 | CC(C)[C@H](NC(=O)N1CC(=O)Nc2ccccc21)C(=O)N1CCC(C(=O)O)CC1 | 4.3% | 32.8%[activator] | -7.6%
56 | O=C(N/N=C/c1cccs1)c1cnccn1 | 0.0% | -11.9% | -5.7%
57 | CCC(C(=O)Nc1c(C)cc(C)cc1C)N1CCCCCC1 (stereo not given) | 3.5% | ? | -2.7%
58 | O=C(c1cc(-c2ccc(O)cc2)on1)N1CCc2ccccc2C1 | 3.7% | -14.6% | -8.6%
59 | COc1cc2c(cc1OC)[C@H](C)N(C(=O)NCc1ccccc1)CC2 | . | 7.31µM* | -2.6%
60 | CCOc1cc(C(=O)OCc2cc(=O)n3c(C)csc3n2)cc(OCC)c1OCC | 4.5% | -12.8% | .
61 | O=C(NCCCN1CCOCC1)C(c1ccccc1)c1ccccc1 | 3.3% | 2.0% | -2.5%
62 | CCOc1ccc(C(=O)Nc2ccc3oc(-c4ccc(Br)cc4)nc3c2)cc1 | -1.3%[12.3 µM] | 9.8% | .
63 | C/C(CC(=O)Nc1cccnc1)=N\NC(=O)C(C)Oc1ccc(Cl)cc1Cl (stereo not given) | 6.0% | -19.8% | -7.2%
64 | COc1ccc(CN(C)CC(=O)Nc2sc3c(c2C#N)CCC3)cc1OC | 2.4% | ? | -5.2%
65 | COc1ccc(N2CCN(CC(=O)Nc3cc(C)on3)CC2)cc1 | -9.8% | -2.8% | -3.1%
66 | Cc1ccc(C)c(SCc2nc3sc(C(=O)O)c(C)c3c(=O)[nH]2)c1 | -6.2% | 2.6% | -0.4%
67 | CCN(CC)CCN(C(=O)c1ccco1)c1nc2ccc(Cl)cc2s1 | 5.0% | ? | .
68 | N#Cc1c(SCC(N)=O)nc2c(c1-c1ccncc1)CCCC2 | 4.9% | 8.9% | 2.2%
69 | O=C(NNS(=O)(=O)c1ccc(F)cc1F)c1csc(-c2cccnc2)n1 | 6.2% | -5.3% | 5.7%
70 | CC(NC(=O)Cc1ccccc1)C1COc2ccccc2O1 (stereo not given) | 0.0% | -0.2% | -9.8%
71 | Cc1cc(C(=O)CSc2nc3ccccc3c(=O)[nH]2)c(C)n1CC1CCCO1 (stereo not given) | 2.6% | 10.3µM* | 3.2%
72 | CCN1CCCC1CNC(=O)C(=O)Nc1cccc(OC)c1 (stereo not given) | -2.6% | 5.4% | 7.5%
73 | O=C1CC2(CCN(C(=O)c3ccc(Br)cc3)CC2)Oc2ccccc21 | 0.6% | 18.4µM* | -6.0%
74 | CCNc1nc(N2CCCC2)nc(N2CCCC2)n1 | -2.5% | ? | 14.7%
75 | COC(=O)CCCC(=O)NC1CCCc2c1cnn2-c1ccc(F)cc1F (stereo not given) | . | -2.1% | -2.7%
76 | CCCCCC(O)/C=C/C=O (stereo not given) | 3.1% | -21.6% | -6.2%
77 | CC(=O)OCC(NC(=O)C1CCCN1C(=O)OC(C)(C)C)C1OC(n2cc(F)c(=O)[nH]c2=O)C(OC(C)=O)C1OC(C)=O (stereo not given) | -0.3% | . | -4.2%
78 | CCOc1cc(NC(=S)NCC2CCCO2)c(OCC)cc1NC(=O)CC(C)C (stereo not given) | 2.4% | -3.8% | 2.4%
79 | O=C(Cc1ccc(Cl)cc1)NCc1nc(-c2ccccc2)no1 | 4.9% | . | 3.6%
80 | COc1cc(CNC2CCCCCCC2)c(Br)cc1OCCO | 7.5% | -13.0% | 0.4%
81 | COc1ccccc1C(=O)COC(=O)CSCC(=O)Nc1cc(C)on1 | . | 1.0% | -8.2%
82 | CCC(C)NCC(=O)Nc1ccc([N+](=O)[O-])cc1C(=O)Nc1ccccc1F (stereo not given) | 2.3% | -23.0% | -4.3%
83 | CCN(Cc1ccccc1)S(=O)(=O)c1ccc(C(=O)N(CCCN(C)C)c2nc3c(F)cccc3s2)cc1 | 10.8% | ? | -21.6%
84 | COc1cccc(CNC(=O)c2cc3c(=O)oc4ccc(C)cc4c3s2)c1 | 5.8% | 20.6µM* | .
85 | CCOc1ccccc1/C=N/NC(=O)C[n+]1ccccc1 | -1.8%[56.1 µM] | 1.4% | .
86 | O=C1CC(c2nnc(Cc3c(F)cccc3Cl)o2)CN1c1ccccc1 (stereo not given) | 2.5% | 2.2% | .
87 | COCC(C)n1c(C)cc(C(=O)CSc2ccc(NC(C)=O)cc2)c1C (stereo not given) | 1.0% | ? | 1.2%
88 | O=C(COC(=O)COc1ccccc1[N+](=O)[O-])Nc1ccc2c(c1)OCO2 | -4.9% | ? | .
89 | COC(=O)c1c(NC(C)=O)sc(C(=O)Nc2ccccc2C)c1C | -5.9% | 14.9% | 6.5%
90 | O=C(NCCc1ccccc1)C1CCC(=O)N(Cc2ccc(Cl)cc2)C1 (stereo not given) | 4.2% | -18.6% | -8.2%
91 | Cc1ccccc1NC(=O)/C(=C/c1ccco1)c1ccccc1 | 2.0% | 11.6µM* | 16.4%
92 | COc1cc2c(=O)n(CCC(=O)NCC3CCCO3)c(=O)n(CC(=O)Nc3c(C)cccc3C)c2cc1OC (stereo not given) | 8.8% | 3.1% | .
93 | CC(C)(C)OC(=O)N1CCC(Cc2cc(-c3ccccc3)no2)(C(=O)O)CC1 | . | 3.4% | -1.4%
94 | Cc1ccccc1C(=O)Nc1cccc(C(=O)Nc2ccccc2C(=O)O)c1 | 6.7% | 1.2% | -5.4%
